# Bioassay records: PubChem BioAssay, several laboratories
# hDAT+cocaine – changed human dopamine transporter uptake under cocaine IC80. AID 449768. LLC-PK1 hDAT cells, [14C]-dopamine uptake with cocaine IC80; actives deviate in either direction. B-score at 10 µM. Q01959. 110,000 tested, 1.3% active;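 active = Z score or B-score, a plate-position-corrected score, falls beyond the plate's 99.7% confidence bounds, in either direction; inactive = both scores lie inside the 99.7% bounds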;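 also: scored against the spread of the other compound wells on the same plate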
# TNFa cytotox – HUVEC cytotoxicity counter-screen, TNF alpha stimulated. HUVEC TNFalpha-stimulated, Hoechst cell count, imaging. cell count reduction, % at 2 µM. 93,000 tested, 0.17% active;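 active = cell count reduction exceeding the screen mean by over 5 SD, scaled to untreated wells per plate, cut at about 78% in these data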;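 also: cells counted after 24 h of TNF alpha exposure following the 1 h pretreatment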
# MT1-MMP txn act – activates MT1-MMP transcription; HT1080 MT1-MMP promoter luciferase reporter, luminescence, overnight; stronger effect = higher value; activation factor at 10 µM; 86,000 tested, 0.16% active; AID 750;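 active = activation factor of at least 2 for MT1-MMP transcription at 10 µM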
# F-actin modifier – modifiers of cytoskeleton assembly | inhibition, % at 2 µM | HUVEC TNFa F-actin phalloidin imaging, high content | 91,000 tested, 0.18% active | AID 836;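 active = inhibition above the batch mean plus 3 SD and confirmed as a hit by visual image inspection, cut at about 30% in these data, passing the limit was not always enough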; also: strong numbers were not always called active
# LYP inh 2 – LYP (human) phosphatase inhibition. recombinant LYP catalytic domain, DiFMUP fluorescence. inhibition, % at 2 µM. 96,000 tested, 0.21% active;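 active = inhibition at 2 µM at or above a set limit, the screen mean plus 3 SD, cut at about 24% in these data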;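 also: 0% = DMSO with enzyme and 100% = enzyme fully blocked by orthovanadate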
# Target sequence (Q9Y2R2 whole entry, looked up, the tested form may be a part): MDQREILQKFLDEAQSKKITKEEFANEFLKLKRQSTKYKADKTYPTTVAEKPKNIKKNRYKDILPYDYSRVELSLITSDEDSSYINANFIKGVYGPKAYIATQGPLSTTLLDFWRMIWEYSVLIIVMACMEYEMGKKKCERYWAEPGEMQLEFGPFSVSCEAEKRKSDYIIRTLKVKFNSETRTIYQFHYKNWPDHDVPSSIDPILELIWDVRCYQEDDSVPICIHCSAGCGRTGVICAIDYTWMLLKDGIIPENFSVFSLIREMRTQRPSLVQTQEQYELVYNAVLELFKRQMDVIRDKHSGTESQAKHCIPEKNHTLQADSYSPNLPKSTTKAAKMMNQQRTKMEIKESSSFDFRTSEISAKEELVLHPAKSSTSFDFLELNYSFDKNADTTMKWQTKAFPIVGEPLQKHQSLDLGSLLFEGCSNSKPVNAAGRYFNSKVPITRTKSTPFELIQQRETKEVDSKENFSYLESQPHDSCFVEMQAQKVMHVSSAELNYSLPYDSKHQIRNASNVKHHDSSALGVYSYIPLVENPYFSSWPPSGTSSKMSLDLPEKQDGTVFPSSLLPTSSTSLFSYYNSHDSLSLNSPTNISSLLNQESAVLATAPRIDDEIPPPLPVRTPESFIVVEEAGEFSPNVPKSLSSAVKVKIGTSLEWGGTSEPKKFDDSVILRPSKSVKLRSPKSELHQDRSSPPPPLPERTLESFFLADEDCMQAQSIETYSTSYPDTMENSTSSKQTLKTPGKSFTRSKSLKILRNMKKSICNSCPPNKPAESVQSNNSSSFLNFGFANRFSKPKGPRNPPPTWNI
# VCAM1 TNFa inh – reduces TNF alpha induced VCAM1 expression in HUVEC; HUVEC TNFa-induced VCAM-1 immunofluorescence, high-content imaging; inhibition, % at 2 µM; 95,000 tested, 0.48% active;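 active = inhibition above the batch mean plus 3 SD, with images confirmed as a hit by eye, cut at about 37% in these data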;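 also: 0% = TNF-stimulated DMSO wells and 100% = unstimulated control wells; not every result past the cut was called active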
# Candida biofilm – kills Candida albicans biofilms | C. albicans biofilm + clotrimazole, Alamar Blue | 85,000 tested, 0.14% active | inhibition, % at 6 µM;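 active = inhibition above 20%; inactive = inhibition below 20%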;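 also: preformed 24 hr biofilms exposed to compound for 48 hr; 0% = biofilm without compound and 100% = blank killed by clotrimazole plus chlorhexidine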
# HUVEC tox IL1B – HUVEC cytotoxicity counter-screen, IL-1B stimulated | HUVEC cell count loss, Hoechst imaging | cell count reduction, % at 2 µM | 94,000 tested, 0.41% active | AID 845;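 active = cell count reduction more than 3 SD above the screen-wide mean, cut at about 70% in these data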;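 also: normalized per plate to untreated control cells as the no-loss baseline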
# Smad3 FoxH1 inh – blocks human Smad3 binding to FoxH1 peptide. inhibition, % at 25 µM. TR-FRET Smad3/Dy647-FoxH1 peptide binding, europium anti-His. AID 630. P84022. 88,000 tested, 0.29% active;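 active = compounds that reduce the energy-transfer binding signal between the protein and its labelled peptide by more than half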;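 also: 0% = Smad3 plus labelled peptide maximal FRET and 100% = peptide-only background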
# * hit, by the source's call; x = no result given; [ ] = remark or other dose. An excerpt. The share of hits here may be higher or lower than overall.
SMILES,hDAT+cocaine,TNFa cytotox,MT1-MMP txn act,F-actin modifier,LYP inh 2,VCAM1 TNFa inh,Candida biofilm,HUVEC tox IL1B,Smad3 FoxH1 inh
CCC1CCCCN1CCCNC(=O)c1cn(CC(C)C)c(=O)c2cc(OC)c(OC)cc12 (stereo unspecified),-7.21*,-27.3,x,21.5,15.8,-1.8,8.1,-21.2,2.1
O=C(COc1ccc(Cl)cc1)N1CCCCC1,-0.139,-9.8,x,3.4,-0.9,8.9,0.1,1.7,-6.9
CC1=C(C(N)=O)C(c2ccccc2F)NC(=O)N1 (stereo unspecified),-0.217,-5.2,x,-1.0,15.3,-3.5,x,14.0,x
Fc1ccc(-c2ccnc3nc(N4CCOCC4)nn23)cc1,-1.3,-42.1,x,32.5,7.6,2.8,x,12.3,x
C=CCN(C(=O)CCC(=O)O)C1CC(=O)N(c2ccc(OCCC)cc2)C1=O (stereo unspecified),-0.316,x,1.1,x,x,x,13.1,x,3.7
Cn1cnnc1SCC(=O)c1ccc2c(c1)CCCC2,0.0667,-16.7,1.2,17.0,-8.4,18.6,5.0,12.1,7.9
C/C(N)=C(/C#N)C(=O)CSc1nnc(NC(C)C)s1,-1.43,-41.2,1.5,15.3,5.2,-8.9,3.8,-42.7,17.0
O=C(NCc1cccs1)C1CCC(CNS(=O)(=O)c2cccs2)CC1 (stereo unspecified),0.0704,-7.8,x,-3.5,0.7,1.7,6.0,-2.7,6.8
Cc1ccccc1N1CCN(C(=O)c2ccccc2NC(=O)/C=C\C(=O)O)CC1,0.161,-8.0,x,12.8,7.4,5.1,x,-15.2,x
Cc1cc(C)nc(Nc2ncc(O)n2-c2ccccc2)n1,0.605,-18.8,1,-1.1,-2.9,11.0,8.1,33.3,-2.4
Clc1ccc(Sc2cc(Cl)c(-c3ccccc3)nn2)cc1,-0.581,-6.3,x,10.3,9.7,0.0,x,7.6,x
Cc1cccc(-n2ccnc2SCC(=O)Nc2nnc(C)s2)c1,0.26,-29.8,1,10.0,-7.9,8.9,-1.7,3.3,-17.5
C=CCNC(=S)N/N=C/c1ccc(-c2cc(Cl)ccc2Cl)o1,-0.0696,-7.3,x,-3.6,-3.5,-0.8,x,-27.6,x
CC(C)(C)C(=O)O/N=C1/C(=O)N(c2ccccc2)c2ccccc21,0.181,-2.0,x,10.2,4.0,4.0,x,x,x
CCc1nnc(NC(=O)c2cc3c(s2)CCCCC3)s1,-0.169,-29.9,0.9,0.9,15.0,-12.1,4.2,-5.9,8.4[fluorescence artefact?]
Cc1ccnc(N2CCC(C(=O)NNC(=O)c3ccccc3)CC2)n1,0.797,-18.3,x,-16.3,6.0,7.0,x,0.3,x
CCOC(=O)C1=C(C)NC(=O)NC1c1ccc(OC(=O)c2ccco2)c(OC)c1 (stereo unspecified),0.299,-9.9,1.1,1.0,5.2,7.3,1.2,-3.1,12.0[fluorescence artefact?]
COc1cc(C)c(Cl)c(C)c1S(=O)(=O)NCc1cccnc1,-0.604,-9.3,1.1,-6.8,-2.0,-12.2,3.2,-16.7,6.5
COc1ccc(S(=O)(=O)N(C)CC(=O)Nc2ccccc2C(F)(F)F)cc1Cl,0.257,-9.8,1.2,x,-1.8,15.0,-2.6,6.0,11.2
CCOC(=O)c1cnc(-c2ccccc2)nc1Oc1ccc(Cl)cc1,0.523,16.7,x,-16.4,-7.5,-8.8,x,-7.8,x
CCOc1ccccc1C1C(C#N)=C(N)Oc2cc(N)ccc21 (stereo unspecified),-0.116,5.2,1.1,4.7,23.6,7.3,-0.3,-0.6,-13.4
CCOc1ccccc1C(=O)N(Cc1cccs1)C1CCS(=O)(=O)C1 (stereo unspecified),-0.75,-21.7,1.3,-1.3,-7.1,-6.6,1.9,13.8,-8.3
CCOCc1cnc(C)nc1NCC(=O)c1c(C)n(C)c2ccc(OC)cc12,-1.26,-17.0,1.1,0.3,-1.6,14.1,-4.2,-10.5,-3.3
COc1cccc(S(=O)(=O)NCc2ccc(C(=O)Nc3ccc(Cl)c(Cl)c3)cc2)c1,-0.312,-35.1,x,-31.8,4.0,-12.7,x,-14.1,x
NC(=O)c1ccc(-n2nnnc2SCc2ccc(F)cc2)cc1,0.387,-10.3,1,-13.5,2.7,2.9,-2.4,-0.9,4.0
O=C(CNC(=S)N(Cc1ccc(F)cc1)C1CCCCC1)NC1CC1,1.45,-24.1,1.1,14.9,6.1,9.9,4.7,x,12.4
CCOC(=O)C1CCN(S(=O)(=O)c2cccc(-c3cn4cc(C)ccc4n3)c2)CC1,2.06,6.0,1.1,-11.3,8.8,3.6,4.1,-6.6,2.6
COc1ccccc1Cc1nc(-c2ccc(Br)o2)no1,-0.246,-10.6,1.8,-0.9,-0.7,8.9,5.6,-5.3,3.6
CCCCOC(=O)C(C#N)c1nc2ccccc2nc1N1CCN(Cc2ccc3c(c2)OCO3)CC1 (stereo unspecified),0.532,-18.7,1,-51.6,1.1,-10.0,7.1,-5.4,10.8
COc1cccc(-c2csc(N3CCN(CC(=O)Nc4ccc5c(c4)OCO5)CC3)n2)c1,0.0784,-2.5,0.9,-7.2,0.6,-3.1,0.9,-32.7,-3.0
Cc1cccc(/C(N)=N/OC(=O)Cc2cccs2)c1,-0.517,-31.2,x,-8.9,7.3,2.2,x,-75.4,x
N=c1c(-c2nc3ccccc3[nH]2)cc(C(=O)c2cccs2)nn1-c1ccc(Cl)cc1,-0.312,-14.0,1.1,6.6,4.6,8.5,2.8,-11.8,-5.6
COCCN1Cc2cccc(C(=O)Nc3ccc4c(c3)OCCO4)c2C1=O,-1.09,-13.1,1.3,-5.1,-6.0,-16.8,-4.9,2.0,1.9
CC(C)(C)NCC(=O)c1c[nH]c2ccccc12,0.926,-15.1,1.2,-6.8,-0.5,13.1,x,-22.5,x
CCOC(=O)N1CCC(Nc2c(NCCCN(C)Cc3ccccc3)c(=O)c2=O)CC1,-0.0762,-26.7,1,-3.8,-17.7,12.2,2.8,-7.0,-7.5
O=C(Nc1ccc(O)cc1)C1CCCN1S(=O)(=O)c1ccc(F)cc1 (stereo unspecified),-1.48,x,1,x,x,x,1.8,x,1.5
COc1ccc(/C=C/C(=O)NCc2c(C)nn(C)c2C)cc1COc1ccc(Br)cc1,1.63,11.0,x,-33.8,-15.8,1.6,x,-26.0,x
Cc1noc(C)c1COc1ccc(C(=O)OCc2nnc(-c3ccc(Cl)cc3)o2)cc1,0.847,-6.8,1.1,x,-2.6,-7.7,0.7,-4.4,-7.3
C[C@]12CC[C@@H]3c4ccc(OC(=O)c5ccccc5)cc4CC[C@H]3[C@@H]1CC[C@@H]2O,-0.651,x,1.4,x,x,x,15.5,x,-0.5
FC(F)(F)c1ccc(N2CCN(c3ncnc4c3nnn4Cc3ccccc3)CC2)nc1,-1.63,-18.7,1,14.5,-0.3,7.4,1.4,8.6,-3.7[fluorescence artefact?]
COc1ccc(S(=O)(=O)N2N=C(C)Oc3ccccc3C2=O)cc1,-0.871,9.4,0.6,-15.4,-1.8,24.2,8.1,0.6,-1.0
CC1CCCN(c2nc3c(c(=O)n(C)c(=O)n3C)n2Cc2ccccc2)C1 (stereo unspecified),1.88,x,1.1,x,x,x,3.8,x,-4.9
CCCCOc1cccc(C2(C(=O)O)CCCC2)c1,-0.204,-15.9,1,4.0,-1.5,10.4,6.2,12.7,-1.6
C[N+](C)(C)CCOP(=O)([O-])OC[C@H](O)CO,0.0105,x,1.2,x,x,x,11.1,x,8.3
Cc1cc(C)c(C)c(S(=O)(=O)ON2C(=O)c3ccccc3C2=O)c1C,-0.012,-4.9,x,28.5,-1.3,7.7,x,-26.5,x
O=C(Nc1ccc(N2CCN(Cc3ccccc3)CC2)cc1)c1ncn[nH]1,-0.667,-17.1,1.1,7.3,1.5,3.4,3.5,-6.7,-7.1
CCOC(=O)CNc1c(-c2ccc(O)cc2)nc2ccccn12,0.175,-24.4,1.2,15.0,2.8,-23.5,x,-20.4,7.4
N=c1sccn1CC(=O)Nc1ccccc1-c1ccccc1,0.504,x,1.3,x,x,x,0.4,x,1.7
CC(C)CNC(=O)CSc1nnc(CN2CCCCCC2=O)n1-c1ccccn1,-0.051,37.9,1.2,9.8,1.5,-7.2,2.8,4.3,-1.3
O=C(CN1CCOCC1)N1CCN(S(=O)(=O)c2ccccc2)C1c1ccccc1 (stereo unspecified),0.215,x,1.1,x,x,x,-0.1,x,7.2
CS(=O)(=O)NCCSCc1ccco1,-0.888,-12.7,1,21.1,1.6,3.0,8.8,-26.9,4.0[fluorescence artefact?]
COc1ccc(C(C)C)cc1S(=O)(=O)N1CCN(C)CC1,-0.165,-12.9,1.1,-4.9,10.2,10.3,-1.2,2.4,-10.1
COc1ccc(NC(=O)N(CCc2ccccc2)Cc2cc3c(C)cc(C)cc3[nH]c2=O)cc1,1.07,-5.7,1.2,-2.4,7.8,13.7,4.1,-4.0,-0.2
CCn1nnnc1SCC(=O)Nc1nc2ccc(OC)cc2s1,-0.0175,-28.8,1.1,-1.8,-7.7,2.6,5.7,-7.8,1.0
CCOC(=O)Nc1sc(C)nc1-c1ccccc1,-0.313,-0.8,1.2,-28.7,-11.0,11.8,3.5,3.6,6.4
O=C(NCCc1ccccc1)C1CCN(S(=O)(=O)c2ccccc2)CC1,-0.068,-60.2,1.1,8.7,-3.2,-12.2,4.7,-3.1,4.7
CCC(=O)NCCc1nc2ccccc2n1Cc1ccccc1,0.599,-13.8,1.2,-1.8,6.7,-13.1,2.1,31.9,11.9[fluorescence artefact?]
Cc1nn(CC(=O)N(C)C)c(=O)c2ccccc12,-0.33,-27.3,1.1,8.6,7.2,-10.8,9.2,-7.8,1.2
O=C(CSc1nnc(Cn2c(=O)sc3ccccc32)n1-c1ccccc1)N1CCOCC1,-0.356,2.5,1.1,2.0,-12.4,9.4,3.0,7.1,-0.9
Cc1cc(C)n(-c2cc(-n3nc(C)cc3C)ncn2)n1,0.711,x,1.1,x,x,x,9.7,x,4.4
# The results go on:
SMILES,hDAT+cocaine,TNFa cytotox,MT1-MMP txn act,F-actin modifier,LYP inh 2,VCAM1 TNFa inh,Candida biofilm,HUVEC tox IL1B,Smad3 FoxH1 inh
CCc1noc(C)c1C(=O)Nc1sc(C(=O)N(C)C)c(C)c1C(=O)OC,1.22,13.2,1,-16.0,-0.3,0.8,3.4,28.6,-2.5
COc1cc(OC)cc(-c2cc3nc(C4CCN(C(=O)OC(C)(C)C)CC4)cc(=O)n3[nH]2)c1,0.0572,-14.1,1.1,x,-4.9,-9.3,0.1,-5.0,-2.4
O=C(NC(=S)NCCN1CCOCC1)c1cccc(Cl)c1,-1.58,-5.7,x,-0.4,12.1,-8.7,x,-3.8,x
Cc1ccc(S(=O)(=O)C2(C(=O)Nc3ccc4c(c3)OCO4)CC2)cc1,-0.142,x,1.1,x,x,x,-0.7,x,-3.2
Cc1ccc(-n2c(Cc3ccccc3)nnc2SCC(=O)NNC(=O)Cc2ccccc2)cc1,1,x,x,-21.8,3.6,-2.4,x,-17.7,x
O=C(CCNS(=O)(=O)c1ccc(Br)s1)Nc1ccc(Cl)cc1,-1.88,-25.5,1.3,12.0,-14.8,9.1,3.5,x,0.3
Cn1c(=O)c(NC(=O)c2ccccc2)c2n(c1=S)CCCCC2,-0.807,6.2,1.4,-6.2,-1.0,12.7,4.7,3.4,3.9
C=CCn1c(SCC(=O)NCCCC)nc2scc(-c3ccco3)c2c1=O,0.135,-15.7,1,-24.5,8.1,-1.1,3.3,6.2,1.4
COc1ccc2c(C)cc(SCC(=O)Nc3c(C)n(C)n(-c4ccccc4)c3=O)nc2c1,2.55,-9.8,1.1,12.5,47.1*,-11.3,3.7,-6.1,3.4
